# From PubChem BioAssay
# NR5A2 inv ag: suppresses constitutive activity of human LRH-1. HEK293T StAR-luciferase reporter, LRH-1 transfected, 24 h. AID 602396. O00482. 360,000 tested, 0.13% active. inhibition, % at 3.6 µM;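 active means inhibition above the mean inhibition of all tested compounds plus 3 SD, cut at about 73% in these data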;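 further: 0% = DMSO wells and 100% = reporter-only cells lacking LRH-1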
# NCOA2 inhibitor: inhibits human steroid receptor coactivator 2; inhibition, % at 9 µM; HEK293 GAL4-SRC2 luciferase reporter, luminescence; Q15596; 370,000 tested, 0.17% active;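 active means inhibition above the mean inhibition of all tested compounds plus 3 SD, set per campaign, cut at about 52% in these data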;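 further: 0% = DMSO treated cells and 100% = cells given Gossypol at 36 µM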
# NCOA3 inh: human NCOA3 inhibition | Q9Y6Q9 | HEK293 GAL4-SRC3 luciferase reporter, luminescence | inhibition, % at 3.6 µM | 360,000 tested, 0.17% active;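 active means inhibition above a per-campaign cutoff, the mean of all compounds plus 3 SD, cut at about 60% in these data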;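 further: 0% = DMSO-treated cells and 100% = gossypol-treated cells at 36 µM; higher means less SRC3-driven luciferase light from the GAL4 reporter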
# NOD2 RIPK2 PPI: NOD2-RIPK2 protein interaction inhibition. CHO BLA complementation NOD2-RIPK2, CCF4 ratio. inhibition, % at 4.98 µM. 360,000 tested, 0.38% active. AID 624267; in the data active means inhibition above about 21%;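 further: 0% = vehicle only and 100% = reference blocker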
# EBV LMP1 NFkB: reduces LMP1-driven NF-kappaB luciferase signal; LMP1-induced NF-kappaB luciferase reporter cells, luminescence; inhibition, % at 12.5 µM; 350,000 tested, 0.69% active; AID 504558; in the data active means inhibition above about 41%; inconclusive means no clear call, values can overlap the other calls;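 further: 0% = neutral control wells and 100% = reference inhibitor control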
# TLR9-MyD88 block: blocks human TLR9 binding to MyD88. inhibition, % at 4.98 µM. CHO BLA complementation TLR9-MyD88, CCF4 FRET ratio. Q9NR96+Q99836. 340,000 tested, 0.21% active;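 active means inhibition above the mean over all tested compounds plus 3 SD, cut at about 21% in these data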;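 further: 0% = DMSO only wells and 100% = clavulanate BLA inhibitor control wells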
# Target sequence (Q99836 whole entry, looked up): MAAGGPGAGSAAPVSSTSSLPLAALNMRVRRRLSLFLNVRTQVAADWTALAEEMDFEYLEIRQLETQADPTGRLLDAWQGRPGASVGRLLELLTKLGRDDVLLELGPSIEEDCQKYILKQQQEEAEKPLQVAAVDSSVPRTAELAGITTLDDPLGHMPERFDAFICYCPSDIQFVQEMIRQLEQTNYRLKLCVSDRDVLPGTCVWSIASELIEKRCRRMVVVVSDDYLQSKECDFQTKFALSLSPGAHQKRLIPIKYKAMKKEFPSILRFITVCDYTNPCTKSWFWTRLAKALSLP
# Target sequence (Q9NR96 whole entry, looked up): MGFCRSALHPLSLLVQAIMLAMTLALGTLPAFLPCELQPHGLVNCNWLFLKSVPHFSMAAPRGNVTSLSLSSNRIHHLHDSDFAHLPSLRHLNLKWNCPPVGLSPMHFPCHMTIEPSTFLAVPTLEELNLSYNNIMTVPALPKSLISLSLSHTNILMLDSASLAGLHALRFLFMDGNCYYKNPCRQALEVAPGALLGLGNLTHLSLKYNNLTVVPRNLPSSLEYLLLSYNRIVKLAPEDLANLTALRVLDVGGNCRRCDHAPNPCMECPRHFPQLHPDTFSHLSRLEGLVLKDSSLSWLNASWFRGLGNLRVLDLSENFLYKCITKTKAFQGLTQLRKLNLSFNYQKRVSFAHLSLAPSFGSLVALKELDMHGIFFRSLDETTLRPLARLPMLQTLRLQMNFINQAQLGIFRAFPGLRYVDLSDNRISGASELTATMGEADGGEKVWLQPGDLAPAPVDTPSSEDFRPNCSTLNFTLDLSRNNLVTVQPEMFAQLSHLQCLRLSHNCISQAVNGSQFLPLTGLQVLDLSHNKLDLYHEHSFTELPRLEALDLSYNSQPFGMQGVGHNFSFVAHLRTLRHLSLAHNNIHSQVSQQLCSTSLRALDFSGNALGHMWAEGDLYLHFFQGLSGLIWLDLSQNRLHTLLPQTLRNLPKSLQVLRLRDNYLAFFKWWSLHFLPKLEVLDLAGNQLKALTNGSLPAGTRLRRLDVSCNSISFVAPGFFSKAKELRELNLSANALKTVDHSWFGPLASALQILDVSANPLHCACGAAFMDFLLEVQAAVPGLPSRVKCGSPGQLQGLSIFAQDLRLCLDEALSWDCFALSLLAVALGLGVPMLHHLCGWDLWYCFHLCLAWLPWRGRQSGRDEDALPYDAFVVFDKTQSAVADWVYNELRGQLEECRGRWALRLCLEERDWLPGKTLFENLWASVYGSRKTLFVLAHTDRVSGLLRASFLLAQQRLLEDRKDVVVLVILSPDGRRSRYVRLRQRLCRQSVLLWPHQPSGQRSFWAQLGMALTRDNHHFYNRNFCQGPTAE
# TROY NFkB inh: blocks TROY-dependent signaling in reporter cells; Q293 LMP1-TROYcd NF-kB luciferase reporter, 4 h; inhibition, % at 10 µM; 360,000 tested, 0.98% active; AID 1347056;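 active means compounds whose plate-normalised and pattern-corrected inhibition of the luciferase reporter signal at the single screening dose is 50% or more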
# NR2F2 inh: NR2F2 (human) inhibition, primary screen; P24468; HEK293T NGFI-A luciferase reporter, luminescence; inhibition, % at 8.6 µM; 370,000 tested, 0.7% active;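 active means inhibition above a per-plate cutoff, mean inhibition of test wells between control levels plus 3 SD, cut at about 38% in these data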;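 further: cells cotransfected with COUP-TFII expression vector driving the NGFI-A reporter; 0% = median of COUP-TF2 test wells and 100% = reporter-only cells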
# NCOA1 inh: human NCOA1 inhibition; Q15788; HEK293 GAL4-SRC1 luciferase reporter, luminescence; inhibition, % at 3.6 µM; AID 588354; 360,000 tested, 0.12% active;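 active means inhibition above the campaign mean plus 3 SD, with each screening campaign given its own cutoff, cut at about 60% in these data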;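 further: 0% = DMSO treated cells and 100% = gossypol at 36 µM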
# TRAIL sens C8: sensitizes caspase-8 expressing cells to TRAIL; NB7+C8 cells + TRAIL, ATPlite viability luminescence; inhibition (viability loss, TRAIL sensitization), % at 10 µM; 360,000 tested, 1% active;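 active means compounds causing at least 50% loss of cell viability in the single-dose screen, relative to plate controls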
# Vif imaging: blocks HIV Vif function; HEK293T cells, Vif self-association by quenched fluorescence, imaging, 24 h; inhibition, % at 7.49 µM; 340,000 tested, 0.35% active; in the data active means inhibition above about 50%, passing the limit was not always enough; inconclusive means no clear call, values can overlap the other calls; inactive means below about 31%; further: some results filed as inactive read as strong as hits
# The depositor's hits bear a star; ? = inconclusive; . = no result given. An excerpt; count on the stated rates, not on these rows.
# A first look:
SMILES	NR5A2 inv ag	NCOA2 inhibitor	NCOA3 inh	NOD2 RIPK2 PPI	EBV LMP1 NFkB	TLR9-MyD88 block	TROY NFkB inh	NR2F2 inh	NCOA1 inh	TRAIL sens C8	Vif imaging
CC(=O)Nc1cccc(-c2cc(NC(C)=O)c3ncc(-c4ccccc4)n3c2)c1	23.9	50.0	-19.4	6.9	.	.	80.3*	3.9	6.7	14.8	18.3
CCc1nc2ccccc2c(C(=O)NCc2ccc(OC)cc2)c1C	1.8	-3.6	9.8	-1.7	-3.3	8.9	7.9	-14.8	-2.7	-5.7	-4.5

# The listing, from the start:
SMILES	NR5A2 inv ag	NCOA2 inhibitor	NCOA3 inh	NOD2 RIPK2 PPI	EBV LMP1 NFkB	TLR9-MyD88 block	TROY NFkB inh	NR2F2 inh	NCOA1 inh	TRAIL sens C8	Vif imaging
CC(=O)Nc1cccc(-c2cc(NC(C)=O)c3ncc(-c4ccccc4)n3c2)c1	23.9	50.0	-19.4	6.9	.	.	80.3*	3.9	6.7	14.8	18.3
CCc1nc2ccccc2c(C(=O)NCc2ccc(OC)cc2)c1C	1.8	-3.6	9.8	-1.7	-3.3	8.9	7.9	-14.8	-2.7	-5.7	-4.5
COc1ccc(C2c3ccsc3CCN2C(=O)NC(C)(C)C)cc1 (stereo not drawn)	8.3	-10.3	28.6	-2.3	0.1	-6.9	-17.1	8.2	12.0	4.6	4.9
O=C(NN1C(=O)C2C3C=CC([C@@H]2C1=O)C31CC1)c1ccccc1 (stereo partly drawn)	6.3	-1.8	10.3	-2.6	-1.8	0.1	-22.9	-8.9	3.5	-9.6	-0.7
COC(=O)C[C@H]1C=C[C@@H](NS(=O)(=O)c2ccccc2)[C@@H](CO)O1	-5.8	-12.8	.	-9.4	.	.	.	4.8	.	2.8	.
CCc1ccc(Cn2nnc(C(=O)Nc3cccc(C)c3)c2N)cc1	9.9	-29.3	7.1	2.9	-13.5	-5.2	-32.0	-4.4	8.0	16.5	25.9
CN(c1ccccc1C(=O)N1CCN(c2cccc(Cl)c2)CC1)S(C)(=O)=O	-3.3	2.8	12.8	-2.1	-1.6	-6.4	18.0	-1.8	-7.3	19.5	.
O=C(CN1CCN(S(=O)(=O)c2ccccc2F)CC1)NC1CCCC1	20.1	-29.7	10.1	2.9	-2.2	9.3	3.8	4.0	1.2	-1.1	2.2
COc1ccc(-c2nnn(CC(=O)N(Cc3ccc(F)cc3)C(C(=O)NC3CCCC3)c3ccc(F)cc3)n2)cc1 (stereo not drawn)	20.7	-23.4	17.6	-7.8	-15.5	-7.3	4.5	4.3	2.1	14.1	-3.4
CC(C)(C)C(=O)NC1CCN(S(=O)(=O)c2cccc(C(F)(F)F)c2)CC1	18.1	2.1	14.5	-7.0	-0.6	-3.5	6.3	-6.7	21.6	9.2	-2.9
CC(NC(=O)CN1CCN(S(=O)(=O)c2ccc(Br)cc2)CC1)c1ccccc1 (stereo not drawn)	2.5	-7.5	7.7	2.5	-0.3	-6.6	-5.5	3.3	-21.1	-0.6	-4.2
CSc1ccccc1NC(=O)Nc1cccc2ccccc12	0.4	-27.9	-11.7	-6.8	16.2	1.8	21.1	-10.3	-0.1	-8.8	-4.7
O=S1(=O)CC(N2CCN(c3ccccn3)CC2)CN1Cc1ccc(F)cc1 (stereo not drawn)	7.5	-19.1	5.6	-3.6	.	.	0.2	-1.8	8.1	3.8	.
O=C(Nc1ccccn1)C1CCN(C(=O)c2ccc(F)cc2)CC1	18.9	-37.3	8.8	2.4	-1.3	-0.9	1.4	-17.6	-7.9	4.2	-8.2
C=CCC1(CC=C)CC(Cc2cnccn2)N(C(=O)OC(C)(C)C)C1 (stereo not drawn)	10.6	2.1	7.2	3.6	-1.7	-0.7	-18.6	13.7	-6.7	-9.3	-1.2
CC(OC(=O)CSCC(=O)Nc1ccc(Cl)cc1)C(=O)N(C)Cc1ccccc1 (stereo not drawn)	-1.6	-15.4	16.9	-1.7	0.6	-9.7	12.2	4.6	25.5	7.7	-5.6
O=C(NCc1ccc2c(c1)OCO2)c1ccco1	0.9	-14.0	13.1	-10.8	-16.1	-22.4	-6.2	-7.7	0.2	1.9	-3.1
Cc1cccnc1NC1(C(F)(F)F)N=C(c2ccccc2)NC1=O (stereo not drawn)	5.0	-5.7	17.3	-0.3	-5.5	-2.6	16.6	11.2	15.6	-7.4	-6.1
O=C1NC[C@H](CCCCN2C[C@@H](Cc3ccccc3)N(CC3CCCCC3)C(=O)C2=O)N(CCC2CCCCC2)C1=O	-9.6	8.3	.	-4.7	.	.	4.4	5.1	.	1.3	.
CCc1c(C)sc(NC(=O)CC#N)c1C#N	7.8	.	15.3	-8.1	-7.7	-4.5	2.5	.	1.5	-9.6	-6.3
CCS(=O)(=O)N1CCC(C(=O)NCCN2CCN(Cc3ccccc3)CC2)CC1	-0.1	-5.6	9.0	-6.0	2.1	-2.1	-8.1	11.0	-7.4	5.4	19.7
Cc1ccc(C(c2sc3ncnn3c2O)N2CCC(C)CC2)cc1 (stereo not drawn)	12.5	5.5	11.5	4.1	-4.7	4.1	-3.5	11.6	1.9	-13.4	.
O=[N+]([O-])c1cc(/C=N/N2CCOCC2)cs1	9.2	-6.1	-3.6	-0.4	0.8	-2.0	-19.0	-11.2	4.2	-4.9	-9.6
O=C(NNC(=O)C1CCN(Cc2ccccc2)CC1)c1cccs1	0.8	6.9	2.1	-7.1	4.4	10.8	3.9	13.3	-19.1	-5.7	-2.3
CCc1ccc(C2C(C#N)=C(N)C(C#N)(C#N)C3=CCC(C(C)(C)C)CC32)cc1 (stereo not drawn)	-11.2	.	13.7	14.7	-13.4	0.7	4.7	.	-7.1	7.4	-1.5
COc1ccc(CC(=O)N(C)CC(=O)Nc2ccc(F)cc2)cc1S(=O)(=O)N1CCOCC1	-9.4	-10.4	16.0	-3.9	-1.7	4.2	0.1	7.4	-16.0	0.2	-7.4
CCN(CC)C(=O)CSc1nc2ccc(NC(=O)CSc3nnc(N)s3)cc2s1	6.9	4.2	-17.3	-20.5	3.6	2.5	26.0	-3.5	-3.1	0.8	.
COc1ccc(S(=O)(=O)N2Cc3ccccc3CC2C(=O)N2CCOCC2)cc1 (stereo not drawn)	11.6	-15.4	12.8	-4.5	3.6	-4.7	14.4	-9.9	-5.9	0.0	-7.6
CCOC(=O)C1=NN(C(C)=O)C2(CC(=O)N(c3cccc(C)c3)C2=O)C1 (stereo not drawn)	14.1	8.4	13.3	-2.4	3.0	2.2	-4.0	0.4	0.5	-2.0	0.8
CCN(CC)CCCNC(=O)CCn1nc(-c2ccccc2)ccc1=O	-1.9	-17.9	9.6	-1.0	-6.9	2.3	-10.2	-4.6	10.2	-7.1	-1.4
CCCc1nnc(NC(=O)OCC)s1	-4.3	-5.3	2.1	-4.2	-7.2	-9.3	12.5	-6.9	-27.9	-8.4	6.6
CC(=O)c1c(C)[nH]c(C(=O)N2CCCCCC2)c1C	-2.1	-5.3	-11.5	-16.3	-4.4	4.9	-13.8	-9.7	3.6	-13.4	11.7
Cc1cc(=O)[nH]c(SCC(=O)c2ccccc2)c1C#N	-16.1	-7.2	10.0	-2.4	10.4	2.8	-9.9	-11.7	3.1	-4.3	2.8
COc1nccnc1NS(=O)(=O)c1ccc(NC(=O)c2cccc(C)c2)cc1	-4.1	-1.8	-1.0	-6.2	-3.2	6.3	-12.6	-0.2	-45.3	-0.8	-6.5
CC12CCC(C(NC(=S)NN)C1=O)C2(C)C (stereo not drawn)	-2.7	-8.9	6.8	-7.2	1.7	-8.9	-3.8	11.3	4.2	0.4	-3.7
CCOc1ccccc1N1CC(C(=O)N2CCN(Cc3ccc(C#N)cc3)CC2)CC1=O (stereo not drawn)	16.5	-32.4	11.0	-2.7	0.7	-27.0	-4.5	3.2	3.2	0.5	-3.2
CC(=O)Nc1cccc(N=NN2CCOCC2)c1	-42.3	-18.5	-2.5	-14.2	-5.8	.	-11.1	-10.7	-4.4	14.7	-4.9
COc1cc(N2N=C(c3ccccc3)CC2c2ccccc2)c(C=O)cc1C=O (stereo not drawn)	-5.2	19.4	2.6	5.6	15.1	-13.3	10.2	-20.0	12.6	3.3	9.2
CC(C)CN(CC(C)C)C(=O)c1cccc(S(=O)(=O)N2CCc3ccccc32)c1	22.1	29.8	13.8	0.8	1.0	1.5	17.1	34.3	-4.1	3.2	-4.8
Cc1cc(=O)c(C(=O)c2ccccc2)c(C)o1	14.7	-12.2	10.7	1.9	5.7	4.3	1.6	-6.8	1.2	2.1	9.8
C[C@H]1O[C@@H](O[C@H]2CC[C@@]3(C)C(CC[C@]4(C)C3C=C[C@]35OC[C@@]6(CCC(C)(C)C[C@H]63)[C@@H](O)C[C@]54C)[C@]2(C)CO)[C@H](O)[C@@H](O[C@@H]2O[C@H](CO)[C@@H](O)[C@H](O)[C@H]2O)[C@H]1O (stereo partly drawn)	4.2	-9.4	-9.4	-1.7	-17.8	1.2	-11.2	-9.4	3.8	-6.6	-1.9
CC(C)(O)C(=O)NNC(=S)NCc1ccco1	-5.8	-9.5	8.0	1.9	7.4	-3.7	-4.0	-2.5	-4.1	3.3	1.5
O=C(O)c1ccc(N/N=C/c2cccc(F)c2)cc1	-97.1	-69.0	-68.2	5.8	-13.9	-9.3	-25.9	-41.0	-104.6	2.7	1.0
Cc1ccc(C(C(=O)NCc2ccco2)N(C(=O)Cc2cccs2)c2cccnc2)cc1 (stereo not drawn)	1.2	-3.4	6.8	-2.5	-7.6	-6.0	10.4	-3.3	-9.2	-4.1	-2.0
Cc1c(NC(=O)COc2ccccc2Cl)c(=O)n(-c2ccccc2)n1C	11.7	-19.3	-28.0	8.4	1.0	-2.3	0.8	-2.3	-12.9	-10.0	?
COc1ccc(C(=O)OC(C)C(=O)NC2CCCC2)cc1S(=O)(=O)N1CCOCC1 (stereo not drawn)	-0.6	12.5	-1.3	1.3	3.9	-5.8	13.4	-3.5	-12.3	-11.8	-1.7
O=C(Nc1ccccc1[N+](=O)[O-])C1=C(O)CCn2c1nc1ccccc12	13.1	7.1	27.5	-3.3	6.8	-3.1	-11.9	15.2	-0.7	12.1	-4.4
COc1ccc(N(C(C)C(=O)N/N=C(\C)C(C)(C)C)S(C)(=O)=O)cc1 (stereo not drawn)	-1.3	-24.3	8.1	-11.8	-0.4	8.0	-4.4	4.7	-1.8	-1.9	4.7
CC(C)C(=O)N=C1NC(=O)CS1	2.1	-17.5	-7.3	-1.1	3.7	-7.0	2.7	-2.4	-8.7	-4.0	3.6
Cc1c(C(=O)OC(C)C)sc(NC(=O)c2cccnc2)c1C#N	3.5	-7.7	-12.6	-6.6	-9.4	-7.8	-3.2	-16.6	-19.6	-1.5	-14.6
OCCC1CN(Cc2cccn2-c2cccnc2)CCN1Cc1ccccc1 (stereo not drawn)	-8.8	8.0	2.2	1.1	-7.3	-7.9	-5.0	-3.5	7.0	-0.9	-3.2
CC(C)[C@@H]1Cc2[nH]n(C)c(=O)c2[C@H](c2ccc(Cl)cc2)O1	-33.6	-28.7	.	-2.4	.	.	-11.7	9.9	.	-18.9	.
